EP2 modulator: modulates human prostaglandin E2 receptor EP2 signaling; P43116; EP2-expressing cells, cAMP HTRF FRET, PGE2 co-stimulation; induction, % at 25 µM; hit rate 0.83% among 260,000; AID 940;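 active means compounds whose cAMP rise, as percent of the full-agonist control response, exceeds 60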;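 further: rat C6 glioma line stably carrying human EP2 under a CMV promoter; the protocol text gives 20 µM as final concentration; 100% = response of wells given 1 µM PGE2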
PGE2 EP2 inh: blocks the human prostaglandin E2 receptor EP2. AID 1422. hit rate 0.52% among 260,000. C6 glioma cells expressing human EP2, cAMP TR-FRET; cells stimulated with saturating PGE2. inhibition, % at 25 µM. P43116;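 active means percent inhibition above 40 after rounding to a whole number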;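 further: rat C6 glioma host cells with rolipram phosphodiesterase inhibitor present; the protocol text gives 20 µM as final concentration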
NPY-Y1 PAM-ag: potentiators or agonists of human neuropeptide Y receptor Y1. AID 1304. activation, % at 3.6 µM. hit rate 0.37% among 220,000. NPY-Y1 expressing cells, potentiator/agonist activation. P25929; in the data active means activation above about 33%, passing the limit was not always enough;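 further: cells stimulated with NPY at EC10 then isoproterenol at EC100; 0% = low agonist plus stimulus and 100% = saturating agonist plus stimulus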
Target sequence (P25929 whole entry, looked up): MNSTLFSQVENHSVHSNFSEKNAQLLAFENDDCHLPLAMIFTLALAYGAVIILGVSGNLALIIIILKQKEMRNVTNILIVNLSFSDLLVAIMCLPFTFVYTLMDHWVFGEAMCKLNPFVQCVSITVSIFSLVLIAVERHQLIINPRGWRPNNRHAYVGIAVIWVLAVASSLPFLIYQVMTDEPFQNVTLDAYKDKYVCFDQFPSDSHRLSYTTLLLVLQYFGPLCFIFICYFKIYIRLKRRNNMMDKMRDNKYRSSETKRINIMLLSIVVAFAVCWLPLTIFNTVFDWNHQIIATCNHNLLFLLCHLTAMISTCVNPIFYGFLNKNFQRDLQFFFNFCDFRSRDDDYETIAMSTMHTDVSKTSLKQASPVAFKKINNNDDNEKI
TRPML3 agonist: agonists of human TRPML3 channel | HEK293 TRPML3-YFP, Fluo-8 calcium fluorescence; 100% = the carbachol control signal | activation, % at 3 µM | hit rate 0.29% among 220,000 | AID 1448;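 active means activation above its plate's cutoff, the mean activation of the plate's test wells plus 3 SD, cut at about 12% in these data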;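 further: 0% = DMSO only wells and 100% = carbachol wells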
Target sequence (Q8TDD5 whole entry, looked up): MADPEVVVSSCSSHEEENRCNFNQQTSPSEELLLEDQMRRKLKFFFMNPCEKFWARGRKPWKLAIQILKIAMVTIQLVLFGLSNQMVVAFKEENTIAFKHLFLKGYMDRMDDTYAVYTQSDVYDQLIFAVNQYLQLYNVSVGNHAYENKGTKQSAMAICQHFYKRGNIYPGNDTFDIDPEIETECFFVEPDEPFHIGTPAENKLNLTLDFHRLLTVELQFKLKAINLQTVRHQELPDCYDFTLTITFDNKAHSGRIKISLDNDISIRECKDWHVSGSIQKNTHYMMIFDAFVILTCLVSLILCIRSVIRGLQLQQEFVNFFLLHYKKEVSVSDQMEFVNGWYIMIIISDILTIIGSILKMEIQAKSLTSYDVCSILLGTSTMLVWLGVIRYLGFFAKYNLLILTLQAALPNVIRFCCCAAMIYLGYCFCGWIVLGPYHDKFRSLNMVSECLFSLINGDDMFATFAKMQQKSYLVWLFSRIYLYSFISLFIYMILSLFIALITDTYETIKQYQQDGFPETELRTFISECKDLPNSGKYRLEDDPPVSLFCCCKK
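Material: HEK293 cells stably carrying human TRPML3-YFP; compound dosing: single dose, 3 µM final nominal compound, 0.3% DMSO final; incubation: 1-h 37 °C dye load, 5-s basal, 120-s post-compound reads; technique: Fluo-8 intracellular calcium fluorescence, excitation 470-495 nm, emission 515-575 nm; read-out basis: percent activation from peak-to-basal fluorescence ratio, scaled between DMSO and carbachol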
TRPN1 ag: zebrafish TRPN1 (NompC) channel agonism; AID 1424; activation, % at 3 µM; HEK293 zebrafish TRPN1-YFP, Fluo-8 calcium fluorescence; 100% = response to 87 µM carbachol; hit rate 0.18% among 220,000;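 active means activation above its plate's cutoff, the mean activation of test wells on that plate plus 3 SD, cut at about 19% in these data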;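 further: 0% = DMSO alone and 100% = 87 µM carbachol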
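Material: zebrafish TRPN1-YFP in HEK293 cells; Doses: single test compound dose, 3 µM nominal, 0.3% DMSO; Timing: dye loading 1 h at 37 °C, then 30 min room temperature; Technique: intracellular calcium fluorescence with Fluo-8; Benchmarks: high carbachol 87 µM, low DMSO alone.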
CHOP inhibitor: blocks CHOP induction under ER stress; hit rate 3.8% among 220,000; CHO-K1 CHOP-promoter luciferase, tunicamycin-induced, 15-18 h; inhibition, % at 10 µM; AID 2732;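 active means compounds that reduced the stress-induced luciferase reporter signal by more than about 70% of percent inhibition, limit read from the data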;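 further: 0% = tunicamycin plus vehicle and 100% = wells without tunicamycin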
14-3-3 Bad PPI: disrupts binding of bovine 14-3-3 zeta to phospho-Bad peptide; P63103; TR-FRET 14-3-3zeta/Dy647-pBad peptide displacement, 1 h; inhibition, % at 21.7 µM; hit rate 0.71% among 220,000; AID 781;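 active means inhibition above about 70%, limit read from the data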;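 further: 0% = full 14-3-3 plus peptide FRET controls and 100% = background without 14-3-3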
NPY-Y1 antag: NPY-Y1 (human) receptor antagonism; hit rate 1% among 200,000; AID 1040; inhibition, % at 3.6 µM; HEK293-CNG Y1 cells, membrane potential fluorescence; NPY at EC95, then isoproterenol; P25929;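 active means inhibition above the campaign mean inhibition of all tested compounds plus 3 SD, cut at about 20% in these data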;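 further: 0% = DMSO wells given NPY plus isoproterenol and 100% = isoproterenol alone without NPY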
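Material: HEK293 Y1/CNG channel cell line; also added: NPY (25 nM), isoproterenol (1 µM), Ro 20-1724 (25 µM); doses: one concentration, 3.6 µM, in 0.4% DMSO; schedule: compound incubation 1 h at room temperature, readout 45 min post-stimulation; technique: membrane potential fluorescence; measure: fluorescence ratio normalized to % inhibition between controls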
PPC-1+TRAIL kill: PPC-1 cancer cell killing with TRAIL present; cell killing (% activity), % at 4 µM; hit rate 0.41% among 220,000; AID 1443; PPC-1 cells + TRAIL, ATPLite viability luminescence;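 active means cell killing above 50% in the first pass at 4 µM, then a duplicate retest at 5 µM averaging 50% or more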;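 further: plate controls were cells with TRAIL plus DMSO for no effect and medium-only wells lacking cells for full effect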
Numbers without * were called inactive; . = not tested or not shown; & = joins results of further samples; [ ] = another dose, or the depositor's remark. Some of the compounds tested, so the mix of outcomes need not match the whole.

Sequence of screens – EP2 modulator	PGE2 EP2 inh	NPY-Y1 PAM-ag	TRPML3 agonist	TRPN1 ag	CHOP inhibitor	14-3-3 Bad PPI	NPY-Y1 antag	PPC-1+TRAIL kill
Cc1ccc(S(=O)(=O)N2CCN(C(=O)COc3ccc(C)nc3[N+](=O)[O-])CC2)c(C)c1
    13	10	-19	0.3	-0.7	18	-3	6	-2
O=C(COC(=O)CCN1C(=O)/C(=C\C=C\c2ccccc2)SC1=S)Nc1cc(F)ccc1F
    34	2	-8	0.1	0.7	77*	-10	-5	-8
COc1ccc(NC(=O)CN2CCN(C3c4ccccc4-c4ccccc43)CC2)c(OC)c1
    35	10	-5	-0.3	-0.7	35	7	8	-14
COc1ccc(-n2c(SCC(N)=O)nc3nc4c(cc3c2=O)COC(C)(C)C4)cc1
    26	.	3	1.2	1.3	24	-8	2	4
Cc1ccc(-c2nc(NCc3ccc(F)cc3)n(S(C)(=O)=O)n2)cc1
    -45	5	1	0.4	-0.6	18	5	-2	3
O=C1CCC(C(=O)OCC(=O)c2c[nH]c3ccccc23)=NN1
    -8	10	16	0.7	1.6	16	-5[fluorescence artefact?]	-6	8
O=C(N1CCOCC1)C12CC3CC(C1)CC(n1cnc(Cl)n1)(C3)C2
    21	13	9	0.0	-0.1	-7	-6	-2	15
Cc1cc(NC(=O)CSc2cn(CCNC(=O)c3ccccc3)c3ccccc23)no1
    -1	10	4	0.0	0.4	8	2	0	26
CN(C)C(=O)CSc1nnc(C23CC4CC(CC(C4)C2)C3)o1
    -1	9	2	0.1	0.3	0	14	0	21
O=C(N/N=C/c1cc([N+](=O)[O-])cc(Br)c1O)C12CC3CCC(CC(C3)C1)C2
    -33	16	-8	1.6	1.3	-9	-2	.	16
Cc1nn(-c2ccccc2)c(Cl)c1/C=N/NC(=O)C1COc2ccccc2O1 (configuration not stated)
    8	5	-1	1.0	0.9	27	-7[fluorescence artefact?]	13	5
O=C(CCc1nc2cccnc2n1Cc1ccccc1)N1CCOCC1
    22	10	-6	0.3	0.8	-4	-2[fluorescence artefact?]	2	-1
COc1ccc2c(c1)C(=O)N(c1ccccc1OC)C(=O)C2(C)C
    11	4	21	-0.7	-0.9	3	7	-4	-2
O=C(CNC(=O)c1ccc(Cl)cc1)OC1CCOC1=O (configuration not stated)
    -3	5	-4	0.8	0.2	1	-1	-1	-2
Cc1ccc(CNC(=O)CCc2c(C)nc3c(c(C)nn3-c3ccc(C)cc3)c2C)cc1
    8	4	-1	0.7	0.6	51	-1	-3	-1
Oc1ccccc1/C=N/Nc1nc2ccccc2o1
    0	4	13	0.6	0.7	33	-8	.	38
CCCN(CCC)c1nc2ccccc2nc1C(C#N)C(=O)OC(C)COC (configuration not stated)
    24	6	-1	-0.4	-2.0	87*	-1	9	.
CCc1ccccc1NC(=O)CCN1C(=O)c2ccccc2C1=O
    18	5	1	-0.1	-0.4	28	-6	-2	7
COc1cccc(-n2c(-c3ccc4[nH]c(C)c(C)c4c3)n[nH]c2=S)c1
    18	10	6	0.7	1.4	20	-5	2	16
O=C(O)C1C2C=CC(C2)C1C(=O)OCc1ccccc1 (configuration not stated)
    26	3	-1	0.4	2.3	25	-5	3	-2
CCN(CC)CCCNc1nc(N)c([N+](=O)[O-])c(NCCO)n1
    29	6	17	0.6	0.7	-9	2	.	-29
N/C(=N\OC(=O)CCCOc1ccccc1)c1ccccn1
    -49	7	-21	0.3	-1.1	41	-7	14	4
Cc1cc(C(=O)Nc2ccc(N3CCOCC3)c(Cl)c2)c(C)o1
    -19	10	-1	-0.2	2.4	-6	-1	.	22
CCN(C(=O)COC(=O)c1nn(-c2ccccc2)c(=O)c2ccccc12)C1CCS(=O)(=O)C1 (configuration not stated)
    2	10	-1	-0.2	0.8	-26	-5	.	-6
CC1(C)CC2CC(C)(CN2C(=O)c2ccc([N+](=O)[O-])cc2)C1 (configuration not stated)
    19	8	-19	0.9	1.0	-15	-6	-2	8
Cn1cc([N+](=O)[O-])c(C(=O)Nc2ccc(-c3nc4ccccc4[nH]3)cc2)n1
    -4	11	-2	-0.1	3.1	-43	9	6	4
Cc1ccc(Cl)cc1N1CCN(C(CC(C)C)c2nnnn2CC2CCCO2)CC1 (configuration not stated)
    3	7	19	0.7	0.1	37	-4	8	23
Cc1ccc(S(=O)(=O)Cn2nnnc2CN(Cc2ccco2)Cc2cccs2)cc1
    0	18	13	-0.3	1.0	6	-4	-2	1
Cc1cccc(C)c1OCC(=O)Nc1cccc(NC(=O)c2ccco2)c1
    -11	9	-26	-0.1	0.3	67	8	9	18
CNC(=O)CS(=O)CC(=O)Nc1cc(OC(C)C)c(Cl)cc1Cl (configuration not stated)
    19	7	-8	0.2	0.0	23	1	-2	-1
CSc1cccc(NC(=O)C(=O)NCc2ccccc2)c1
    -5	5	18	-0.7	-3.1	1	-2	.	6
Cc1ccc2nc(NC(=O)c3ccc4ncsc4c3)sc2c1
    -26	16	25	1.1	2.0	103*	29	-3	32
COCCCn1c(SCc2cc(=O)[nH]c3ccccc23)nnc1-c1ccco1
    -2	8	1	0.0	1.3	3	4	-3	-8
O=C(Nc1ccc([N+](=O)[O-])cc1)C(=O)Nc1cccc(C(=O)O)c1
    -2	17	52*	-0.8	0.2	102*	-10	.	75*[5 µM]
O=C(Oc1ccnc2cc(Cl)ccc12)N1CCCCCC1
    -2	18	-5	0.1	-0.7	20	-5	2	27
c1ccc(-c2csc(-n3cccn3)n2)cc1
    -66	13	5	0.6	-1.1	2	4	-1	11
COc1cccc(C2NC(=O)c3ccccc3O2)c1OCc1ccccc1F (configuration not stated)
    39	5	4	2.8	-0.7	34	-9	3	6
Cc1ccc2cccc(Oc3ccc([N+](=O)[O-])cc3[N+](=O)[O-])c2n1
    3	6	10	0.8	-0.5	27	-4	-4	13
CC1CCN(C(=S)NC(=O)c2ccccc2)CC1
    -2	14	-4	-0.1	-1.4	-3	-4	2	14
CCc1ccc(-c2cc(C(=O)NN3CCOCC3)c3ccccc3n2)cc1
    2	11	-19	0.6	0.3	18	-16	-1	12
CCOC(=O)N1CCC(N(CCN(C)C)C(=S)Nc2cc(C)cc(C)c2)CC1
    9	5	-20	1.0	1.3	41	-11	-1	3
O=S(=O)(c1ccccc1)N1N=C(c2ccccc2)CC1c1ccccc1 (configuration not stated)
    46	9	-6	-0.1	1.4	17	-1	1	15
CC(=O)Nc1ccc2c(c1)ncn2C
    -15&7	10&2	-6	0.6	3.8	-3	-8	-3	0
C=CCn1c(O)c(N=NC(=S)Nc2cccc(OC)c2)c2ccccc21
    19	5	-23	-1.2	-0.2	-39	1	11	-1
O=C(O)c1ccc2c(c1)C(=O)N(c1cccc(C(=O)/C=C/c3ccccc3)c1)C2=O
    -23	9	9	0.2	-1.0	-24	9	9	19

Of the compounds above, 7 contain a nitro group on carbon:
Sequence of screens – EP2 modulator	PGE2 EP2 inh	NPY-Y1 PAM-ag	TRPML3 agonist	TRPN1 ag	CHOP inhibitor	14-3-3 Bad PPI	NPY-Y1 antag	PPC-1+TRAIL kill
Cc1ccc(S(=O)(=O)N2CCN(C(=O)COc3ccc(C)nc3[N+](=O)[O-])CC2)c(C)c1
    13	10	-19	0.3	-0.7	18	-3	6	-2
O=C(N/N=C/c1cc([N+](=O)[O-])cc(Br)c1O)C12CC3CCC(CC(C3)C1)C2
    -33	16	-8	1.6	1.3	-9	-2	.	16
CCN(CC)CCCNc1nc(N)c([N+](=O)[O-])c(NCCO)n1
    29	6	17	0.6	0.7	-9	2	.	-29
CC1(C)CC2CC(C)(CN2C(=O)c2ccc([N+](=O)[O-])cc2)C1 (configuration not stated)
    19	8	-19	0.9	1.0	-15	-6	-2	8
Cn1cc([N+](=O)[O-])c(C(=O)Nc2ccc(-c3nc4ccccc4[nH]3)cc2)n1
    -4	11	-2	-0.1	3.1	-43	9	6	4
O=C(Nc1ccc([N+](=O)[O-])cc1)C(=O)Nc1cccc(C(=O)O)c1
    -2	17	52*	-0.8	0.2	102*	-10	.	75*[5 µM]
Cc1ccc2cccc(Oc3ccc([N+](=O)[O-])cc3[N+](=O)[O-])c2n1
    3	6	10	0.8	-0.5	27	-4	-4	13

Other structures:
Sequence of screens – EP2 modulator	PGE2 EP2 inh	NPY-Y1 PAM-ag	TRPML3 agonist	TRPN1 ag	CHOP inhibitor	14-3-3 Bad PPI	NPY-Y1 antag	PPC-1+TRAIL kill
C/C(Cn1cnc([N+](=O)[O-])n1)=N\NC(=O)c1ccc(Br)cc1
    8	8	-12	1.1	1.6	19	-18	1	40
Cn1c(=O)oc2cc(S(=O)(=O)NCc3ccccn3)ccc21
    23	9	-2	-0.6	1.1	19	-11	10	-2
Cc1c(C(=O)NCc2ccc3c(c2)cc(C)n3C)cccc1[N+](=O)[O-]
    -61	22	-3	1.0	0.3	-9	-4[fluorescence artefact?]	-2	7
CC1CCN(CC(=O)N2c3ccccc3CCc3ccccc32)CC1
    14	6	-14	-0.2	0.1	10	-5[fluorescence artefact?]	3	2

High-throughput results: PubChem BioAssay, several laboratories
